Screening results as filed in PubChem BioAssay.
DT40 TDP1 no CPT: qHTS for Inhibitors of human tyrosyl-DNA phosphodiesterase 1 (TDP1): qHTS in cells in absence of CPT; DT40 Tdp1-/- hTDP1 cells, no CPT, ATP luminescence, 48 h; Potency, µM (highest dose often 46.2 µM), inactives show top-dose activity change, negative = growth inhibition, usual class: inhibitors; 15% of 420,000 active; AID 686978, 2013; also: nearly all actives have a fitted effect of over 55% in size
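Chicken DT40 Tdp1-/- cells complemented with human TDP1, screened without camptothecin (DMSO vehicle only), 400 cells/well. Compounds pin-transferred, cells incubated at 37 °C for at least 48 hr. Growth read as ATP-dependent luminescence (CellTiter-Glo, 30 min at RT).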
TDP1 inh: qHTS Assay for Inhibitors of Tyrosyl-DNA Phosphodiesterase (TDP1). recombinant TDP1, AlphaScreen DNA substrate cleavage. Potency, µM (highest dose often 130 µM), without a hit: at the top dose activity change, negative = inhibition, hits mostly inhibitors. 0.28% of 350,000 active. AID 485290, 2010; also: nearly all actives have a fitted effect of over 40% in size
Target sequence (Q9NUW8 whole entry, looked up): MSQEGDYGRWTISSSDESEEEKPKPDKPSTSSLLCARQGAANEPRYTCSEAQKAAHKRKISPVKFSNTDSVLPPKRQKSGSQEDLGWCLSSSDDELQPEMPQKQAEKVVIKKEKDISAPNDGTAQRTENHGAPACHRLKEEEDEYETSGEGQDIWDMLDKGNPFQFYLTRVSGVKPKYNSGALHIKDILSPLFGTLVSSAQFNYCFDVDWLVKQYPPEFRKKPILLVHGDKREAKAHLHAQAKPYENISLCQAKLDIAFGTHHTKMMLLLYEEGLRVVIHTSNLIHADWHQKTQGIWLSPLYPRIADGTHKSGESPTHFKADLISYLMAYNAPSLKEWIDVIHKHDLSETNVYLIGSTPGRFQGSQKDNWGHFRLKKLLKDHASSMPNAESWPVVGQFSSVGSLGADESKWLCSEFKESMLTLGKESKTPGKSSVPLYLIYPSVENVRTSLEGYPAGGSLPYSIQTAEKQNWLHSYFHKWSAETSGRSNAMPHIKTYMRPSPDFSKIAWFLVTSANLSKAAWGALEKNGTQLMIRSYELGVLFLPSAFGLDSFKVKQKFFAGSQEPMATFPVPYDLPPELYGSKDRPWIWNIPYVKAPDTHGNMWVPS
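Signal: AlphaScreen proximity between streptavidin donor and anti-FITC acceptor beads on intact substrate. Reaction: Tdp1 1 nM, substrate 15 nM final, 5 min RT after 15 min compound preincubation.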
TDP1 cell CPT: qHTS for Inhibitors of human tyrosyl-DNA phosphodiesterase 1 (TDP1): qHTS in cells in presence of CPT | chicken DT40 Tdp1-/-;hTDP1 cells + 20 nM CPT, ATP luminescence, 48 h | Potency, µM (top dose mostly 46.2 µM), for inactives: top-dose activity change, negative = growth inhibition, most hits filed as inhibitors | 12% of 420,000 active; also: nearly all actives have a fitted effect of over 55% in size
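Chicken DT40 Tdp1-/- cells complemented with human TDP1, 400 cells/well, exposed to compounds plus 20 nM camptothecin for at least 48 h at 37 C; viability read as ATP content by CellTiter-Glo luminescence.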
* = called active by the depositor; ? = inconclusive; / = not tested or not shown; [ ] = another dose, or the depositor's remark. Calls follow the shape of the dose curve; as a rule, active = well fitted curve in the direction sought with a large enough effect; inconclusive = small, poorly fitted or top-dose-only effect, or another doubt; inactive = no such curve, though single readings can be large; an effect the other way counts as inactive or inconclusive. % is scaled to controls: 0 for no effect and ±100 for the full control effect; potency is read from the fitted curve at half-maximal effect.

Values in the order: DT40 TDP1 no CPT, TDP1 inh, TDP1 cell CPT
CCC(c1nnnn1Cc1ccco1)N(Cc1cc2cc(C)cc(C)c2[nH]c1=O)CC1CCCO1 (configuration not stated)
  18µM*, 1%, 15µM*
COc1cccc(NC(=O)CN(C)C(=O)CN2C(=O)c3ccc([N+](=O)[O-])cc3C2=O)c1
  -16%, /, 20%
CC[C@@H](CC1CCCCC1)C(=O)N(Cc1ccccc1)c1ccccc1
  4.1µM*, -20%, 4.6µM*
COc1ccc(/C=N/n2cnc3c([nH]c4ccccc43)c2=O)cc1CO
  ?, 5%, ?
O=C1C=C(N2CCOCC2)C2(CCCCC2)O1
  9%, 8%, 12%
O=C(NC(=S)NC1CCS(=O)(=O)C1)c1ccccc1F (configuration not stated)
  -11%, 1%, 13%
O=C(COC(=O)c1ccc(Cl)c(S(=O)(=O)N2CCCCC2)c1)NCc1ccco1
  -6%, -3%, -9%
Cc1c(Cl)cccc1NC(=O)c1ncn[nH]1
  10%, -4%, 6%
CCc1ccc(N2CC(C(=O)OCc3csc(CC(=O)Nc4ccccc4C)n3)CC2=O)cc1 (configuration not stated)
  14%, -3%, -13%
CC(C)[C@H](NC(N)=O)C(=O)Nc1cccc([N+](=O)[O-])c1
  -26%, 5%, 16%
Cc1ccc(C(=O)C(OC(=O)CN2C(=O)c3ccccc3C2=O)c2ccccc2)cc1 (configuration not stated)
  0%, 6%, -6%
Cc1ccccc1-n1c(SC(C)C(=O)N2CCN(C)CC2)nc2ccccc2c1=O (configuration not stated)
  -21%, 1%, -22%
COc1c(CO)cc(CO)cc(CO)c1=O
  -11%[9.04 µM], -11%, 4%[9.04 µM]
CCCc1nc2c(C)cc(Br)cn2c1Cc1ccccc1
  ?, /, ?
Cc1ccccc1Cn1c(CN2CCC(C(=O)NCc3cccnc3)CC2)cc2ccccc21
  ?, 7%, ?
CC1CCCCC1NC(=O)COC(=O)c1ccc2c(c1)NC(=O)CS2 (configuration not stated)
  -7%, 1%, -1%
C[C@H]1CN([C@@H](C)CO)C(=O)c2cccc(NC(=O)Nc3ccc(C(F)(F)F)cc3)c2O[C@@H]1CN(C)C(=O)Nc1ccc(F)cc1
  5.8µM*, 2%, 5.2µM*
O=C(CN(C1CC1)S(=O)(=O)c1ccc(S(=O)(=O)NC2CCCCC2)cc1)Nc1ccccc1
  ?, 4%, ?
CC(=O)N1CCN(c2nc3ccc([N+](=O)[O-])cc3s2)CC1
  ?, 5%, ?
CCC1CN(CCNC(=O)C(C)(C)O)Cc2cc(OC)ccc2O1 (configuration not stated)
  -12%, /, 0%[9.04 µM]
Cc1ccccc1N/C(=N/S(=O)(=O)c1ccccc1)c1ccc(F)cc1
  -13%, /, -25%
Cc1ccc2oc(C(=O)Nc3cccc(Cl)c3)cc(=O)c2c1
  -16%, 9%, -14%
CCN(CCNCC(O)COCc1ccc(Cl)cc1)c1cccc(C)c1 (configuration not stated)
  ?, 3%, ?
O=C(NCCc1ccccc1O)c1cc2c(cc1[N+](=O)[O-])OCO2
  -4%, /, -7%
O=S(=O)(c1ccccc1F)N1CCN(c2nc(-c3cccnc3)nc3ccccc23)CC1
  21µM*, 3%, ?
Cc1ccc(CN2CCC(=O)N(Cc3ccccn3)CC2)c(C)c1
  -7%, /, -4%
COC(=O)[C@]12CCCCC=C1N(CCC1=CCCCC1)C(=O)[C@H](CC(=O)NCCC(C)C)C2
  ?, /, ?
C/C(=N\NC(=O)c1c(Cl)cnn1C)c1cccnc1
  22%, 1%, 6%
O=C(c1ccccc1)c1cncc(Br)c1
  ?, 0%, -19%
O=C(CN1C(=O)NC2(CCCCCCC2)C1=O)N1CCOCC1
  2%, 4%, -15%
CCN(CC)CCNC(=O)C1CCN(c2cc(C)nc3c(-c4ccc(Cl)cc4)c(C)nn23)CC1
  4.1µM*, 0%, 3.7µM*
O=C(NCc1ccco1)/C(=C\c1ccco1)NC(=O)c1cccs1
  -3%, 6%, 8%
COc1ccccc1NC(=O)Nc1cccc(C)n1
  -4%, /, -1%
Cc1nc(N)nc(N)c1/C=C/C(C)(C)c1ccc(Cl)cc1
  0.033µM*, 5%, ?
Cc1ccc(C(=O)NC2CC2)cc1S(=O)(=O)N1CCOCC1
  0%, -1%, -2%
COc1ccc(OC)c(-n2c(-c3cnccn3)n[nH]c2=S)c1
  -1%, 2%, 0%
CC1=NOC2(C1)N(C)c1ccccc1C2(C)C (configuration not stated)
  -2%, -2%, -5%
Cc1ccc2cc(CN(CCCO)S(=O)(=O)c3cccc4nsnc34)c(=O)[nH]c2c1
  -16%, 4%, ?
CC(=O)Nc1nc(SCc2cccc3ccccc23)n[nH]1
  -23%, 5%, -3%
Cc1csc(NC(=O)C2CCN(S(=O)(=O)c3ccc4c(c3)oc(=O)n4C)CC2)n1
  -16%, 8%, 1%
Cc1ccc(Cc2c(-c3ccc(Cl)cc3)nc3cc(C)c(Br)c(C)n23)cc1
  -14%, /, ?
Cc1cccc[n+]1CC(=O)Nc1ccccc1
  5%, /, 19%
CCOCCc1nn2c(=O)cc(CSCC(=O)Nc3cccc(C)c3C)nc2s1
  -7%, 0%, -13%
c1ccc(C2=Nn3c(Cn4nnc5ccccc54)nnc3SC2)cc1
  -25%, 4%, -1%
O=c1oc2c(CN3CCOCC3)c(O)ccc2cc1-c1ccc(Cl)cc1
  ?, -5%, ?
O=S1(=O)CC(N2CCN(c3ccccn3)CC2)CN1Cc1ccccc1 (configuration not stated)
  -8%, /, -19%
Cc1cccc(-n2ccnc2SCC(=O)Nc2cc(C)on2)c1
  ?, 0%, ?
CN(Cc1ccnc2ccccc12)C(=O)C1CCC(=O)N(Cc2ccccc2F)C1 (configuration not stated)
  -10%, 3%, 11%
CCc1nc2ccc(C(=O)NCCCN3CCCC3=O)cn2c1N(CC)CCOC
  18%, /, 6%
CCOC(=O)c1sc2nc(SCC#N)n(CCCN3CCCC3=O)c(=O)c2c1C
  -28%, 1%, -26%
S=C(Nc1ccc(Br)cc1)NC1CCN(Cc2ccccc2)CC1
  23µM*, 2%, 16µM*
COc1cccc(CN2CCN(Cc3ccc4c(c3)OCCO4)CC2CCO)c1 (configuration not stated)
  -22%, 6%, -19%
CC(=O)NC(c1ccc(Cl)cc1Cl)c1ccc2cccnc2c1O (configuration not stated)
  4.6µM*, /, 3.7µM*
Cc1cc(SCC(=O)N(C)C2CCS(=O)(=O)C2)nc2c(C)cccc12 (configuration not stated)
  ?, 1%, -9%
Cc1c(NC(=O)CN2C(=O)NC(C)(c3ccccc3)C2=O)c(=O)n(-c2ccccc2)n1C (configuration not stated)
  -7%, -1%, -3%
COc1cccc(CNC(=O)c2ccc3c(c2)nc2n3CCC(C)C2)c1 (configuration not stated)
  -21%, 5%, -12%
O=S(=O)(N[C@H](CO)c1ccccc1)c1ccc(Br)cc1F
  -5%, 0%[56.1 µM], -20%
CC(C)Cn1c(-c2ccc(S(=O)(=O)N3CCCC3)cc2)csc1=Nc1ccccc1
  3.3µM*, 10%, 5.8µM*
CC(NC(=O)c1ccco1)C(=O)N1CCN(S(=O)(=O)c2ccccc2C#N)CC1 (configuration not stated)
  -1%, 5%, 6%
COc1ccc(-c2csc(NC(C)c3nc4cc(C(=O)NCCCO)ccc4n3Cc3ccc(C)cc3)n2)cc1 (configuration not stated)
  -26%, /, ?

Next section
Values in the order: DT40 TDP1 no CPT, TDP1 inh, TDP1 cell CPT
Cc1cc(NC(=O)CSc2ccc(-c3ccc(F)cc3)nn2)no1
  -11%, 2%, -2%
Cc1ccc(N2N=C(C(=O)O)CCC2=O)cc1Cl
  13%, /, 3%
CC(=O)NC(Cc1ccccc1F)C(=O)NC1CCN(C(=O)c2cnccn2)CC1 (configuration not stated)
  -37%, -1%, 1%
CCN(CC(=O)Nc1cc(Cl)ccc1C)C(=O)c1nc2nc(C)cc(C)n2n1
  -7%, -2%, -13%
CC(C)CCN1C(=O)c2ccc(C(=O)Nc3c[nH]c(=O)[nH]c3=O)cc2C1=O
  12%, 3%, ?
CCCSCCCNC(=O)c1ccc2c(c1)nc1n2CCCCC1
  ?, 3%, ?
Cc1ccc(S(=O)(=O)N2CCN(C(=O)COC(=O)/C=C/c3ccc(F)cc3)CC2)c(C)c1
  ?, -4%, ?
COc1ccc(NS(=O)(=O)c2cc(NC(=O)c3ccc(C)o3)ccc2N2CCCCC2)cc1
  ?, 5%, ?
O=C(Nc1ccc(S(=O)(=O)Nc2nccs2)cc1)c1cc(-c2ccccn2)nc2ccccc12
  8%, 8%, 16%
COC(=O)c1ccc(CSc2cc(C)c3cc(C)cc(C)c3n2)o1
  ?, -3%, ?
O=C(Nc1ncnc2c1ncn2[C@@H]1O[C@H](/C=C/C(=O)N2CCN(c3ccc(F)cc3)CC2)[C@@H](O)[C@H]1O)c1ccccc1
  0%, /, -4%
CCN(CC)CCNC(=O)C1CCC(=O)N1CCc1ccccc1 (configuration not stated)
  3%, 4%, -2%
CCCc1cc(C(=O)OCC(=O)N2CCN(c3ccc(OC)cc3)CC2)sc1C
  ?, 5%[56.1 µM], ?
CCC(=O)c1ccc(OCc2ccc(C(=O)OC)o2)c(OC)c1
  -22%, -2%, -14%
CCn1ncc(C2C(C(=O)Nc3ccc(C)cn3)=C(C)NC3=C2C(=O)CCC3)c1C (configuration not stated)
  1%, -5%, 22%

The list goes on, overlapping the part above by three compounds.
Values in the order: DT40 TDP1 no CPT, TDP1 inh, TDP1 cell CPT
CCCc1cc(C(=O)OCC(=O)N2CCN(c3ccc(OC)cc3)CC2)sc1C
  ?, 5%[56.1 µM], ?
CCC(=O)c1ccc(OCc2ccc(C(=O)OC)o2)c(OC)c1
  -22%, -2%, -14%
CCn1ncc(C2C(C(=O)Nc3ccc(C)cn3)=C(C)NC3=C2C(=O)CCC3)c1C (configuration not stated)
  1%, -5%, 22%
Cc1ccc(S(=O)(=O)N2CCCC2C(=O)Nc2nc3ccccc3s2)cc1 (configuration not stated)
  ?, 1%, ?
CCOC(=O)N1CCN(c2cc(=O)n(-c3cccc(Br)c3)c(=O)[nH]2)CC1
  -13%, -7%, -12%
O=C1CCN(CCc2ccccc2)CCN1[C@H](COc1ccccc1)Cc1ccccc1
  11µM*, /, 29µM*
Cc1ccc(C(NC(=O)C2CCN(CCCOc3ccccc3)CC2)c2ccccn2)cc1 (configuration not stated)
  ?, /, ?
O=S(=O)(c1ccc2c(c1)OCCO2)N1CCC(O)(c2ccc(Cl)cc2)CC1
  -19%, -5%, ?
O=C(CCN1C(=O)C2CCCCC2C1=O)Nc1nc2ccc(F)cc2s1 (configuration not stated)
  ?, 1%, -30%
COC(=O)N/N=C/c1cn(CCOc2ccccc2OC)c2ccccc12
  -14%, /, -17%
Cc1ccc(C(=O)NCCc2ccccn2)cc1S(=O)(=O)N1CCOCC1
  4%, 2%, 18%
CC1CCCCC1NC(=S)Nc1cccc(S(=O)(=O)N(C)C)c1 (configuration not stated)
  ?, 3%, ?
O=C1C(NS(=O)(=O)c2ccc(Cl)cc2)=C(N2CCCCC2)C(=O)c2ccccc21
  18µM*, 1%, 26µM*
CC(C)Oc1ccc(F)cc1-c1cc(C(=O)NCc2ccc(F)cc2)[nH]n1
  ?, /, 26µM*
CCOC(=O)C(C)Sc1nc(=O)n2cc(C)ccc2n1 (configuration not stated)
  2%, 2%, 2%
CC(NC(=O)COC(=O)Cc1ccc(Cl)cc1)c1ccccc1 (configuration not stated)
  -9%, -1%, -7%
O=C(CNCc1ccco1)Nc1cc(S(=O)(=O)N2CCOCC2)ccc1N1CCCC1
  0%, /, 8%
COc1cc(C(=O)Nc2ccc3c(c2)OCO3)c([N+](=O)[O-])cc1OC
  -2%, 4%, 1%
COCCn1c(Cc2ccccc2)nnc1SCC(=O)NC1CC1
  -11%, /, -1%
Cc1ccc2[nH]c(C)c(CC(=O)NCc3ccccc3)c2c1
  ?, 8%, 0%
CC(C)(C)SCCNC(=O)c1ccc(Cl)c(S(=O)(=O)N2CCOCC2)c1
  -16%, /, -24%
CC1CCCCC1NC(=S)NC(=O)c1sc2ccccc2c1Cl (configuration not stated)
  ?, -3%, -24%
COc1ccc(Oc2ccc(N/C=C/C(=O)C(C)(C)C)cc2)cc1
  -18%, 5%, -18%

Rewritten bar-delimited: part of the list above.
mol | DT40 TDP1 no CPT | TDP1 inh | TDP1 cell CPT
CCN(CC(=O)Nc1cc(Cl)ccc1C)C(=O)c1nc2nc(C)cc(C)n2n1 | -7% | -2% | -13%
CC(C)CCN1C(=O)c2ccc(C(=O)Nc3c[nH]c(=O)[nH]c3=O)cc2C1=O | 12% | 3% | ?
CCCSCCCNC(=O)c1ccc2c(c1)nc1n2CCCCC1 | ? | 3% | ?

No enrichment for hits. About 18% of those tested had a hit in this group.
